Nrf2 ARE act – activates Nrf2 signaling; AREc32 ARE-luciferase reporter (MCF7-derived line), luminescence, 24 h; Potency, µM (top dose mostly 46.1 µM), for inactives: at the highest dose activation, hits mostly activators; actives 0.31% (n = 410,000); further: potency means the concentration at half of the fitted maximal effect; % of control where 0% means no effect; nearly all actives have a fitted effect of over 65% in size
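ARE-driven firefly luciferase activity in AREc32 cells measured after a 24 hr compound exposure at 37 deg C, using Steady-Glo reagent and a 30 min room-temperature hold.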
EPAC2 ag – EPAC2 (human) agonism; Potency, µM (highest dose often 154 µM), for inactives: at the highest dose activation, actives largely listed as activators; EPAC2 activation, biochemical qHTS; response scale: 100% = 6.5 mM cAMP response; actives 0.079% (n = 360,000); Q8WZA2; further: potency means the concentration at half of the fitted maximal effect; nearly all actives have a fitted effect of over 50% in size
Target sequence (Q8WZA2 whole entry, looked up): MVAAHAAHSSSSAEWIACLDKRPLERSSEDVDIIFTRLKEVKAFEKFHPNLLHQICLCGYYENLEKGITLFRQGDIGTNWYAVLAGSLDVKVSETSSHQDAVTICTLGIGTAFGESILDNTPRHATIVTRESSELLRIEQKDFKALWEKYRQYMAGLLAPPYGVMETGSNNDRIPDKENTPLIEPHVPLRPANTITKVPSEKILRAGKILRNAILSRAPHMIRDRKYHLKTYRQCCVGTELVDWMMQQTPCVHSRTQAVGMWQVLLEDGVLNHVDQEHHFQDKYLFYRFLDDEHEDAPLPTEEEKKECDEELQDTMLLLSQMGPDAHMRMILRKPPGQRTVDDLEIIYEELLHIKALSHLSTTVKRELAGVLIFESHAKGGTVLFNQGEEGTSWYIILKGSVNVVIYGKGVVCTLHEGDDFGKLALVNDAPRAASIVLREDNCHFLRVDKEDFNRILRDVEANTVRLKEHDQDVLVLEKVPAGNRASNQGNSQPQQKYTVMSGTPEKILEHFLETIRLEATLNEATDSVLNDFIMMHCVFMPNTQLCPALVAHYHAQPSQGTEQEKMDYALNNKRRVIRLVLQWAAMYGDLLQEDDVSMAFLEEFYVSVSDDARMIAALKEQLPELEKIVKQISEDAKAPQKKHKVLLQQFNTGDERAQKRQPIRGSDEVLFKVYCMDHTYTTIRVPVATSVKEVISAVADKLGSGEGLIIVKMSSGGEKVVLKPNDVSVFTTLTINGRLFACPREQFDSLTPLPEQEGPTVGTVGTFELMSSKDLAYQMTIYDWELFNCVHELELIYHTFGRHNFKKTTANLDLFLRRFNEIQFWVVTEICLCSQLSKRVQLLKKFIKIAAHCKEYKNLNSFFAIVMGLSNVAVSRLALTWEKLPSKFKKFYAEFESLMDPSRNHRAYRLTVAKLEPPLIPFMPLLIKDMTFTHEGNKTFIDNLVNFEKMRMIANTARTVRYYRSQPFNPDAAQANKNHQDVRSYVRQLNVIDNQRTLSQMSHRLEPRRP
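Setup: EPAC2 100 nM, labeled Rap1B complex 250 nM, free GDP 50 uM. Compound titrations pinned in, brief spin, 5 min room temperature incubation. Kinetic fluorescence read over 30 min, normalized to 6.5 mM cAMP.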
TGFb SMAD3 inh – TGF-b pathway inhibition; HepG2 CAGA-GFP TGF-b/SMAD3 reporter, GFP fluorescence, 18 h; TGF-beta stimulated, 500 pg/mL final; Potency, µM (highest dose often 46.1 µM), without a hit: at the highest dose activity, negative = inhibition, hits mostly inhibitors; actives 1.2% (n = 410,000); AID 588855; further: potency means the concentration at half of the fitted maximal effect; on the % scale 0 is the no-effect control and ±100 the full control effect; nearly all actives have a fitted effect of over 65% in size
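GFP signal (ex488/em500-530) from TGF-beta-stimulated HEPG2 CAGA-GFP cells, 500 pg/mL final, 18 h at 37 degrees C in DMEM plus 1% FBS, normalized to unstimulated and DMSO-stimulated controls.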
HepG2 viability – counter-screen for TGF-b inhibitors: cytotoxicity in HepG2 cells | HepG2 CAGA-GFP viability, ATP luminescence, 18 h | Potency, µM (highest dose often 46.1 µM), without a hit: at the top dose activity change, negative = cytotoxicity, usual class: cytotoxic | actives 0.76% (n = 410,000); further: potency means the concentration at half of the fitted maximal effect; some results filed as inactive show a strong effect at the top dose
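CellTiter-Glo luminescence gave cytotoxicity after 18 hours at 37 degrees C. The cells were HepG2 CAGA-GFP in 1% FBS DMEM, stimulated with 500 pg/mL TGF-beta after compound addition. %Activity was normalised to no-cell wells (complete cell-killing) and DMSO (no toxicity), and curves were fitted and classified.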
Nrf2 inh – blocks Nrf2 signaling | actives 2.1% (n = 360,000) | Potency, µM (doses to about 46 µM), for the others: at the top dose activity change, negative = inhibition, actives largely listed as inhibitors | A549 ARE-Fluc reporter, luciferase luminescence, 18-24 h; further: potency means the concentration at half of the fitted maximal effect; on the % scale 0 is the no-effect control and ±100 the full control effect; nearly all actives have a fitted effect of over 60% in size
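A549 ARE_Fluc cells, 5000/well, 5% FBS OPTI-MEM; compounds in dose-response, 18-24 h at 37 °C/5% CO2; CellTiter-Fluor viability read (Ex 405/Em 525), then BugLite luciferase luminescence = Nrf2 activity.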
ATXN2 expr inh – reduces ATXN2 reporter expression in HEK-293 cells | HEK-293 ATXN2-luciferase reporter, luminescence, 24 h | Potency, µM (titrated, usually from 57 µM), without a hit: top-dose activity change, negative = inhibition, hits mostly inhibitors | actives 0.72% (n = 360,000) | AID 1745845; further: potency means the concentration at half of the fitted maximal effect; on the % scale 0 is the no-effect control and ±100 the full control effect; nearly all actives have a fitted effect of over 55% in size
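ATXN2-luciferase reporter cells (luciferase flanked by upstream and downstream ATXN2 gene portions) were treated 24 h at 37 °C with compounds at up to 57 uM. SteadyGlo luminescence gave expression; GF-AFC fluorescence gave viability.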
IL-2 act – activators of IL-2; IL-2 activation reporter assay, cell-based qHTS; stimulated with anti-CD3/CD4/CD28 beads; in transgenic mouse T cells; AID 652025; actives 0.065% (n = 360,000); activation, % (series mostly up to about 46 µM); in the data active means activation above about 50%; inconclusive means mostly about 30% to 49%; further: 0% is about no effect
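Screening format: compound pinned onto unstimulated transgenic mouse T cells, 60 min incubation, then anti-CD3/anti-CD4/anti-CD28 bead stimulation for 18 hours at 37 degrees C, followed by EGFP and DsRed detection.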
A549 viability – kills or reduces viability of A549 cells in Nrf2 counter-screen; A549 ARE-Fluc cells, CellTiter-Fluor viability, 18-24 h; actives 0.16% (n = 390,000); Potency, µM (highest dose often 46 µM), without a hit: at the highest dose activity change, negative = cytotoxicity, usual class: inhibitors; further: potency means the concentration at half of the fitted maximal effect; on the % scale 0 is the no-effect control and ±100 the full control effect
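A549 ARE-Fluc cells in 5% FBS OPTI-MEM, 5000 cells/well, rested 2 h then exposed to compounds in concentration-response for 18-24 h at 37 °C. Viability by CellTiter-Fluor fluorescence (Ex 405/Em 525) after 30 min; luciferase luminescence (BugLite, 15 min, RT) read afterwards.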
S2 tox – cell viability loss in ATXN counter-screen. Potency, µM (titrated, usually from 56.7 µM), actives largely listed as cytotoxic. AID 651635. actives 0.49% (n = 400,000). S2 cells (HEK-293 line with an ATXN2-luciferase reporter) viability, CellTiter-Fluor protease fluorescence, 24 h; further: potency means the concentration at half of the fitted maximal effect; nearly all actives have a fitted effect of over 40% in size
The depositor's hits bear a star; i = inactive; ? = inconclusive; / = not tested or not shown; ! = not active in a repeat; [ ] = another dose, or the depositor's remark. Unless noted, the call rests on the fitted dose curve; in most records, active means well fitted curve in the direction sought with a large enough effect; inconclusive means small, poorly fitted or top-dose-only effect, or another doubt; inactive means no such curve, though single readings can be large; an effect the other way counts as inactive or inconclusive. Compounds were not picked by outcome. Share with any hit: about 4.3%.

SMILES	Nrf2 ARE act	EPAC2 ag	TGFb SMAD3 inh	HepG2 viability	Nrf2 inh	ATXN2 expr inh	IL-2 act	A549 viability	S2 tox
Cc1nc2cc(-c3cccc(F)c3)nn2c(C)c1CCC(=O)NC(C)c1ccccc1 (configuration not stated)	5.7%	/	?	-7%	3.7µM*	-23%	/	-8%	i
N#Cc1c(NC(=O)CSc2nnnn2C2CCCCC2)sc2c1CCCC2	0.1%	-7%	0%	11%	7%	-1%	0.1	0%	i
C[C@@]12CC(=O)NC1N(C(=O)c1cccc(C(F)(F)F)c1)C(c1ccccc1O)C2 (some centres not stated)	0.1%	0%	-4%	6%	3%	5%	-0.3	-1%	i
CCOC(=O)[C@]12CCCC=C1N(Cc1ccc(Cl)cc1Cl)C(=O)[C@H](CC(=O)NCc1ccc(C)o1)C2	8.7%	3%	/	/	/	0%	-0.6	/	i
CCc1nc(SCC(=O)Nc2nnc(CC(C)C)s2)n[nH]1	-0.5%	9%	-3%	-15%	-13%	-3%	0.7	1%	i
CCOc1ccc(CNC(=O)c2cnc(SC)nc2C)cc1	1.1%	/	?	-13%	?	-4%	/	3%	i
O=C(COc1ccc(Cl)cc1)Nc1nnc(-c2ccc3c(c2)CCCC3)o1	0.2%	-4%	-15%	-25%	11%	32%	-1.7	-2%	i
Cc1ccc(NC(=O)CN(C)C(=O)c2ccc(OCc3cn4ccccc4n3)cc2)cc1	2.3%	9%	2%	-3%	12%	7%	0.5	2%	i
CC(=O)Nc1ccc(OCC(O)Cn2nc(C)c(C)c2C)cc1 (configuration not stated)	-0.5%	7%	1%	17%	11%	-22%	-1.5	1%	i
CC(=O)N1C[C@H]2CON(C)[C@H]2C[C@H]1c1cccc(-c2ccccc2)c1	-0.6%	5%	-12%	-5%	-2%	-1%	0.0	3%	i
C/C(Cn1nnc([N+](=O)[O-])n1)=N\NC(=O)c1ccccc1Cl	-0.4%	7%	?	-37%	-6%	-27%	-2.0	-3%	i
O=C(c1ccccc1)N(C(=O)c1ccccc1)c1ncnc2c1C(c1ccccc1)c1c(ccc3ccccc13)O2 (configuration not stated)	3.3%	1%	3%	-10%	2.9µM*!	-7%	0.0	?	i
NC(=O)C(CCc1nc2ccccc2[nH]1)NS(=O)(=O)c1ccccc1 (configuration not stated)	-0.5%	0%	-5%	-16%	/	/	0.6	/	i
O=C(Nc1ccc(O)c(-c2nc3ccccc3o2)c1)c1ccc(-c2cccc(Cl)c2)o1	11%	/	-11%	1%	2%	-9%	/	2%	i
CC1(C(=O)N/N=C/c2ccccc2)CC1(Br)Br (configuration not stated)	4.6%	17%	-25%	-1%	5%	-13%	0.2	2%	i

Compound profiles (already shown):
Entry for C/C(Cn1nnc([N+](=O)[O-])n1)=N\NC(=O)c1ccccc1Cl : Nrf2 ARE act: -0.4%; EPAC2 ag: 7%; TGFb SMAD3 inh: ?; HepG2 viability: -37%; Nrf2 inh: -6%; ATXN2 expr inh: -27%; IL-2 act: -2.0; A549 viability: -3%; S2 tox: i
Entry for Cc1nc2cc(-c3cccc(F)c3)nn2c(C)c1CCC(=O)NC(C)c1ccccc1 (configuration not stated) : Nrf2 ARE act: 5.7%; EPAC2 ag: /; TGFb SMAD3 inh: ?; HepG2 viability: -7%; Nrf2 inh: 3.7µM*; ATXN2 expr inh: -23%; IL-2 act: /; A549 viability: -8%; S2 tox: i

Following part.
SMILES	Nrf2 ARE act	EPAC2 ag	TGFb SMAD3 inh	HepG2 viability	Nrf2 inh	ATXN2 expr inh	IL-2 act	A549 viability	S2 tox
CCCC(=O)c1c[nH]c(C(=O)NCCc2ccccn2)c1	4.1%	2%	4%	2%	/	21%	-0.3	-4%	?
COc1ccc(NC(=O)c2c(NCc3cccs3)sc3c2CCCC3)cc1	0.0%	/	?	-56%	/	?	/	-12%	?
O=C1CCCc2nc(NCc3ccco3)ncc21	?	10%	14%	1%	/	25%	-1.3	2%	i
CCOc1ncccc1C(=O)Nc1ccc(S(=O)(=O)N2CCCC2)cc1	-0.2%	4%	19%	12%	-26%	-7%	-1.9	0%	i
Cc1cc(C)c(S(C)(=O)=O)c(Oc2ccc(F)cc2)n1	-0.7%	3%	-10%	10%	-4%	1%	-2.1	-2%	i
C=CCC(C)(NCc1ccccc1)c1ccco1 (configuration not stated)	0.2%	-7%	0%	1%	7%	32%	-0.7	-6%	i
Cc1ccc(CNC(=O)c2cc3c(-c4ccc(Cl)cc4)nn(C)c3s2)o1	17%	10%	?	-6%	?	?	-2.8	-8%	i
Cc1sc(NC(=O)C2CSC3(C)CCC(=O)N23)nc1-c1ccc(F)cc1 (configuration not stated)	18%	2%	?	-23%	-20%	-12%	-7.6	-2%	i
O=C(Cn1ccc2ccccc2c1=O)NCC(=O)Nc1ccc(F)cc1F	-0.3%	2%	28%	3%	-29%	-11%	-0.1	-14%	i
CC(C)[C@@H](C(=O)OCC(=O)Nc1ccc2c(c1)OCO2)N1C(=O)c2ccccc2C1=O	-0.5%	15%	-3%	-13%	3%	-4%	-0.8	-3%	i
O=C(c1ccc(F)cc1)c1cn(Cc2ccccc2)c2cc3c(cc2c1=O)OCO3	0.0%	/	3%	-7%	16%	3%	/	-19%	i
O=C(Nc1cccc(-c2cn3ccsc3n2)c1)c1ccccc1	3.0%	-8%	9%	2%	/	11%	-3.9	-8%	i
O=C(Nc1sc2c(c1C(=O)Nc1ccccc1Cl)CCCC2)c1ccccc1F	8.3%	/	-2%	1%	1%	5%	/	1%	i
COc1ccc(S(=O)(=O)N(CC(=O)N2CCC(C)CC2)c2ccc(C)cc2)cc1	-1.0%	/	0%	-36%	-3%	-11%	/	-16%	i
O=C(CCC(=O)Nc1ccc(F)cc1)N/N=C/c1ccc(O)cc1	0.0%	6%	3%	0%	4%	-17%	0.2	3%	i
O=C1NCCN1Cc1ccc(Cl)cc1	-0.7%	10%	5%	-10%	-18%	-4%	-0.7	-6%	i
O=C(Nc1ccc(Nc2ccncc2)cc1)c1ccc([N+](=O)[O-])cc1	5.6%	2%	18µM*	18µM*	18µM*	/	-2.1	1%	?
CN(Cc1ccccc1)c1cc2c(c3c1ccn3C)C1CCC2O1 (configuration not stated)	4.6%	19%	?	2%	/	-27%	-0.9	/	i
CC(C)n1cc(-c2ccc(Cl)cc2)cc(C#N)c1=O	6.8%	16%	3%	-10%	11%	6%	0.5	6%	i
CCCN(CCC)CCCNC(=O)C1CCCN(Cc2nc(-c3ccc(Cl)cc3)oc2C)C1 (configuration not stated)	9.0%	/	?	-30%	?	-17%	/	?	i
O=C1NC(=O)/C(=C\c2ccccc2OCc2cccc([N+](=O)[O-])c2)N1	3.5%	5%	-10%	3%	?	/	-1.2	0%	i
CCOC(=O)c1c(N)sc2c(OC)c(Br)ccc12	2.2%	6%	-2%	-38%	-5%	8%	-1.2	-3%	i
NS(=O)(=O)c1ccc(CNC(=S)Nc2ccc(Cl)c(Cl)c2)cc1	2.0%	8%	-32%	-26%	-4%	-31%	-1.2	-11%	i
CC(C)Cc1nnc(NC(=O)CN2C(=O)NC3(CC(C)CC(C)(C)C3)C2=O)s1 (configuration not stated)	0.1%	-10%	9%	4%	8%	-4%	-5.8	-3%	i
O=Cc1ccc(OCc2ccc3ccccc3c2)cc1	0.9%	6%	-4%	-4%	?	44%[activator]	0.9	-2%	i
COc1ccc(C(=O)c2[nH]c(N)c(C(=O)NCCc3c[nH]c4ccccc34)c2-c2ccc(Br)cc2)cc1	10%	12%	/	/	/	-6%	-0.2	/	i
CC(C)=CCN1CCN(C/C(Cl)=C/c2ccccc2)CC1CCO (configuration not stated)	-0.7%	-2%	9%	-16%	4%	-5%	-2.3	-11%	i
CN(C)S(=O)(=O)c1cccc(NC(=O)c2ccc(NS(=O)(=O)c3cccs3)cc2)c1	2.5%	0%	1%	5%	6%	-16%	0.9	0%	i
CC(C(c1ccc2c(c1)OCO2)c1c(N)n(C)c(=O)n(C)c1=O)[N+](=O)[O-] (configuration not stated)	?	8%	?	-7%	-4%	-12%	-0.5	-9%	i
CCC(CC)c1nnc(NC(=O)C2CC(=O)N(CCc3ccc(F)cc3)C2)s1 (configuration not stated)	-0.2%	2%	2%	-2%	-2%	-7%	0.0	-3%	i
CCOC(=O)c1ccc(N2C(=O)c3n[nH]c(-c4ccco4)c3C2c2ccc([N+](=O)[O-])cc2)cc1 (configuration not stated)	0.7%	-6%	?	-30%	?	?	-4.5	-20%	?
CC(=O)c1c(C)oc2c1cc(NS(=O)(=O)c1c(C)cc(C)cc1C)c1ccccc12	-0.2%	/	1%	-3%	/	7%	/	7%	i
NS(=O)(=O)c1ccc(CNC(=O)c2ccncc2)cc1	0.1%	22%	-3%	10%	-3%	1%	-1.2	0%	i

Retrieved one by one from the list above, 2 records:
SMILES	Nrf2 ARE act	EPAC2 ag	TGFb SMAD3 inh	HepG2 viability	Nrf2 inh	ATXN2 expr inh	IL-2 act	A549 viability	S2 tox
O=C1NCCN1Cc1ccc(Cl)cc1	-0.7%	10%	5%	-10%	-18%	-4%	-0.7	-6%	i
O=C(Nc1ccc(Nc2ccncc2)cc1)c1ccc([N+](=O)[O-])cc1	5.6%	2%	18µM*	18µM*	18µM*	/	-2.1	1%	?
